CaV13 ICDI inh – Disruptors of the CACNA1D IQ motif to Ca2+-dependent inactivation inhibitor domain association, primary screening, Förster resonance energy transfer in intact living …; HEK cells, CFP/YFP FRET ICDI-IQ, plate reader, 10 min; percent FRET-ratio fall versus neutral wells; inhibition, % at 12.3 µM; hit rate 0.098% among 340,000; AID 743397;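 active means mean replicate inhibition of at least 30% and at least 1% of replicates passing that level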;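 further: 0% = median of the neutral control wells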
Peg3 promoter – reduces Peg3 promoter-driven luciferase expression in HeLa. HeLa PEG-Prom luciferase reporter, luminescence, overnight. inhibition, % at 20 µM. hit rate 1.7% among 360,000. AID 588405;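 active means inhibition of at least 50% at 20 µM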
CF NFkB inh – inhibitors of cystic fibrosis induced NF-kB | KKLEB NF-kB-GFP reporter, PAF-induced, GFP fluorescence overnight | inhibition, % at 5 µM | hit rate 0.86% among 360,000;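 active means at least 50% inhibition at 5 µM, scaled per plate between neutral and stimulator controls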;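 further: PAF is a Pseudomonas aeruginosa culture filtrate used as stimulus; plate controls were PAF-stimulated DMSO wells for no effect and unstimulated DMSO wells for full effect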
MITF TRPM1 inh – inhibitors of MITF-driven TRPM1 promoter in melanoma cells; AID 488899; SK-MEL-5 TRPM1 promoter luciferase, 24 h; inhibition, % at 12.5 µM; hit rate 0.83% among 330,000;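 active means mean inhibition across replicates of 60% or more, whatever share of single replicates reaches that level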; further: values of inactives mirror those of a sister screen read the other way
KKLEB tox – counter-screen for CF NF-kB inhibitors: cytotoxicity; KKLEB CF airway cells viability, ATPlite luminescence, overnight; hits give low values; cells stimulated with P. aeruginosa culture filtrate; activity change (cytotoxicity), % at 5 µM; hit rate 0.36% among 360,000;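 active means corrected activity change at or below -50% at 5 µM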
Shn3 3UTR inh – inhibitors of Schnurri-3 3'UTR reporter in osteoblasts. Clone20 osteoblast Shn3 3'UTR firefly luciferase, 24 h. inhibition, % at 12.5 µM. hit rate 0.52% among 360,000. AID 588674;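 active means mean inhibition of at least 75% with every replicate also reaching 75%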;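 further: 0% = median of neutral control wells and 100% = pilot-screen positive control compound; some compounds past the cut are filed as inactive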
NR2E3 ag-1 – agonists of human NR2E3 nuclear receptor; CHO-S Gal4-NCOR/VP16-NR2E3 two-hybrid, luciferase; AID 602229; inhibition of corepressor binding, % at 3.98 µM; hit rate 0.35% among 360,000; Q9Y5X4;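 active means inhibition above the mean of all tested compounds plus 3 SD, cut at about 70% in these data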;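 further: 0% = DMSO with NR2E3 transfected cells and 100% = cells lacking NR2E3 construct; higher means lower luciferase signal from less NR2E3 corepressor binding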
Target sequence (Q9Y5X4 whole entry, looked up, the tested form may be a part): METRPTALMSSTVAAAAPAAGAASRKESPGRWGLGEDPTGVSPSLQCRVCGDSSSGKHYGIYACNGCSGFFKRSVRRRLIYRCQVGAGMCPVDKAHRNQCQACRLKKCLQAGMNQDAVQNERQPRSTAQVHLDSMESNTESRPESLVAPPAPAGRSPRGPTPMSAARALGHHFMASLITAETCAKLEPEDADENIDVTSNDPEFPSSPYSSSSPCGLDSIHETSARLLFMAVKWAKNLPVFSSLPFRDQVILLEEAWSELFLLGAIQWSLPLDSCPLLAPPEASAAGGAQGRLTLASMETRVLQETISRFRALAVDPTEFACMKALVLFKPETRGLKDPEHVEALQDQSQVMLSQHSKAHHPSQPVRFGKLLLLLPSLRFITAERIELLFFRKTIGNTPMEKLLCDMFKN
Vif imaging – blocks HIV Vif function | HEK293T cells, Vif self-association by quenched fluorescence, imaging, 24 h | inhibition, % at 7.49 µM | hit rate 0.35% among 340,000 | AID 602346; in the data active means inhibition above about 50%, passing the limit was not always enough; further: some results filed as inactive read as strong as hits
HIF-2a inh – inhibitors of HIF-2a; inhibition, % at 18.8 µM; 786-0 RCC cells HIF-2a reporter, luciferase luminescence, overnight; hit rate 0.72% among 360,000;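 active means inhibition of the luminescence signal of 40% or more relative to plate controls, in a single-dose primary screen at 18.75 µM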
NR2E3 ag-2 – activates human photoreceptor nuclear receptor NR2E3 | GST-NR2E3/biotin-RetCOR TR-FRET, 1536-well | hit rate 0.12% among 320,000 | inhibition of corepressor binding, % at 4.78 µM | AID 2300 | Q9Y5X4;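 active means percent inhibition above the cutoff of mean plus 3 SD of all tested compounds, set per screening campaign, cut at about 20% in these data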;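 further: 0% = DMSO wells and 100% = biotin wells as full block of FRET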
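Format: 1536-well format; test system: GST-NR2E3 and biotin-RetCOR proteins; read-out basis: percent inhibition of TR-FRET ratio; timing: 5 h incubation at 4 °C; detection: time-resolved FRET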
PDI inh – PDI (human) enzyme inhibition | P07237 | PDI insulin aggregation turbidity, A650, 90 min | inhibition, % at 10 µM | hit rate 0.052% among 350,000 | AID 588391;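 active means mean inhibition across replicates of 30% or more, whatever share of single replicates reach that level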;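 further: absorbance from insulin aggregation driven by PDI reduction with DTT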
Target sequence (P07237 whole entry, looked up): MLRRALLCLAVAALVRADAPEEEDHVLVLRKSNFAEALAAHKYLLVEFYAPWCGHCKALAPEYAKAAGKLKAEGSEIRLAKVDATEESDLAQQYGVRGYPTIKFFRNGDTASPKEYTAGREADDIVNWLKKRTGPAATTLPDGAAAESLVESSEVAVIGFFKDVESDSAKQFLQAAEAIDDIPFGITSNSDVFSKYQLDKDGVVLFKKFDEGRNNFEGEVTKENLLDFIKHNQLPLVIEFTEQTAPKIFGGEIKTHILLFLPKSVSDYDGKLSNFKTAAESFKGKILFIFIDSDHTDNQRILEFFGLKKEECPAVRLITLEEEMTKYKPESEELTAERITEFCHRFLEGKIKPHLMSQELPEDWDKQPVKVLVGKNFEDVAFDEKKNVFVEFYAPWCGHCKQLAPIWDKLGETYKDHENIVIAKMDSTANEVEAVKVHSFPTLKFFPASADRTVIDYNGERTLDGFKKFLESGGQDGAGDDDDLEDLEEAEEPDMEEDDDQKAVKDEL
Starred values were filed as active, the others as inactive; · = no result given.

SMILES,CaV13 ICDI inh,Peg3 promoter,CF NFkB inh,MITF TRPM1 inh,KKLEB tox,Shn3 3UTR inh,NR2E3 ag-1,Vif imaging,HIF-2a inh,NR2E3 ag-2,PDI inh
CC1CCCCN1C(=O)C1COc2ccccc2O1 (stereo not drawn),-3,-3,16,5,13,2,0,3,1,-2,-10
Cc1nc(NC(=O)COC(=O)c2cc3c(s2)CCC(C)C3)c(Cl)cc1Cl (stereo not drawn),-16,12,10,8,-4,-3,-16,-4,24,4,8
COc1ccc2oc(C(=O)OCC(=O)NCc3ccco3)c(C)c2c1,-6,-25,-14,-14,4,-13,-13,-2,-10,-1,-1
Cc1cc(N=Nc2ccccc2)cc(C)c1NC(=O)C(F)(F)F,-6,-225,-7,-109,4,-43,-57,-4,-284,·,-65
O=C(CSc1nnc([C@@H]2CCCN2)o1)c1ccc(Cl)cc1,-5,-57,23,-27,-4,-64,-18,-6,-83,-2,3
S=c1[nH]nc(-c2ccccc2)n1/N=C/c1cccc(Br)c1,-20,26,6,6,6,3,23,8,22,2,-2
C=CCn1c(-c2cc3cccc(OC)c3o2)n[nH]c1=S,·,-176,-15,7,10,-8,0,5,-37,3,0
Cc1ccccc1N1CCN(CCCN2C(=O)CC(=C(c3ccccc3)c3ccccc3)C2=O)CC1,-5,17,2,8,-8,4,-2,-5,11,2,12
c1cncc(CNc2ncnc3ccc(-c4ccoc4)cc23)c1,6,19,80*,7,0,13,-64,-4,11,1,-4
Cc1[nH]ccc(=O)c1OCc1ccc(Cl)cc1,-3,15,8,-1,4,10,-18,·,15,0,14
O=C(CCc1nnc(C2CCCCC2)o1)N1CCN(c2ccccc2F)CC1,-4,-244,-17,-79,0,-102,-118,-10,-345,-1,-2
O=C(COc1ccc(Br)cc1)OCC(=O)c1ccc[nH]1,-5,12,8,·,-11,-1,7,13,9,·,-5
COC(=O)c1cc(NC(=O)c2ccc(Cn3cc(Cl)cn3)o2)cc(C(=O)OC)c1,·,16,-28,9,0,9,-12,-8,23,-2,2
COc1ccccc1N(C(=O)c1snc(C(N)=O)c1N)C(C(=O)NCCC(C)C)c1ccco1 (stereo not drawn),-8,17,-10,-2,8,4,-16,-2,17,2,11
O=C1[C@H]2CC3C=CC2(O3)[C@@H]2OCCCN12 (stereo partly drawn),-11,1,4,-15,15,12,-27,-9,8,0,5
COc1ccccc1-c1cc(C(=O)N/N=C/c2ccc(C)s2)c2ccccc2n1,-5,18,-3,8,7,39,14,-7,-2,3,-1
Cc1cc2c(SCC(=O)Nc3ccccc3O)ncnc2s1,-7,9,-11,-7,21,-3,-8,8,4,·,15
O=C1CNC(=S)N1Cc1ccccc1,-2,-5,4,-5,6,2,6,-5,13,-1,-2
CCCCCCCN1CCC(=O)N([C@H](CO)c2ccccc2)CC1,-4,1,3,5,12,-5,-2,1,12,0,6
CCOc1ccc(S(=O)(=O)NCCC(=O)NCC(c2cccs2)N2CCOCC2)cc1 (stereo not drawn),-5,2,8,8,3,24,10,2,5,3,0
O=C1CC(c2ccc3c(c2)OCO3)c2cc3c(cc2N1)OCO3 (stereo not drawn),0,10,-9,8,-13,22,-53,9,22,1,9
O=C(NCC1CCCCC1)c1ccc2nc([C@@H]3O[C@H](CO)[C@@H](O)[C@H]3O)[nH]c2c1,-6,-11,-5,·,-2,-25,-4,·,5,·,0
CCCCCCn1cc(C(=O)O)c(=O)c2cc(F)c(N3CCN(C)CC3)cc21,·,22,-19,5,12,-3,-42,4,19,-1,2
COc1ccc(-c2cc3c(=O)n(CC(=O)NC4CCN(Cc5ccccc5)CC4)ncn3n2)cc1,·,-11,-17,-10,7,-29,-1,-5,-72,0,11
Cc1ccc(S(=O)(=O)N(C)CC(=O)NNC(=O)CCNS(=O)(=O)c2cccc(C)c2)cc1,-6,13,17,-1,0,-14,16,-1,12,·,7

Entries above shown as hits in CF NFkB inh:
SMILES	CaV13 ICDI inh	Peg3 promoter	CF NFkB inh	MITF TRPM1 inh	Shn3 3UTR inh	NR2E3 ag-1	Vif imaging	HIF-2a inh	NR2E3 ag-2	PDI inh
c1cncc(CNc2ncnc3ccc(-c4ccoc4)cc23)c1	6	19	80*	7	13	-64	-4	11	1	-4

Some of these compounds in order of count of non-hydrogen atoms, rising:
SMILES,CaV13 ICDI inh,Peg3 promoter,CF NFkB inh,MITF TRPM1 inh,KKLEB tox,Shn3 3UTR inh,NR2E3 ag-1,Vif imaging,HIF-2a inh,NR2E3 ag-2,PDI inh
Cc1cc2c(SCC(=O)Nc3ccccc3O)ncnc2s1,-7,9,-11,-7,21,-3,-8,8,4,·,15
CCCCCCCN1CCC(=O)N([C@H](CO)c2ccccc2)CC1,-4,1,3,5,12,-5,-2,1,12,0,6
CCOc1ccc(S(=O)(=O)NCCC(=O)NCC(c2cccs2)N2CCOCC2)cc1 (stereo not drawn),-5,2,8,8,3,24,10,2,5,3,0
COc1ccccc1N(C(=O)c1snc(C(N)=O)c1N)C(C(=O)NCCC(C)C)c1ccco1 (stereo not drawn),-8,17,-10,-2,8,4,-16,-2,17,2,11

Remaining list, next part:
SMILES,CaV13 ICDI inh,Peg3 promoter,CF NFkB inh,MITF TRPM1 inh,KKLEB tox,Shn3 3UTR inh,NR2E3 ag-1,Vif imaging,HIF-2a inh,NR2E3 ag-2,PDI inh
Cc1cccc(C)c1NC(=O)C(=O)c1cn(C)c2ccccc12,-4,3,1,2,0,5,-35,-5,-27,-1,5
COc1ccc(NC(=O)c2cc([N+](=O)[O-])ccc2N2CCCCC2)cc1,-2,21,14,5,-9,22,-39,-7,-1,2,-6
COc1ccc(CNC(=O)c2c[nH]c3ccccc3c2=O)cc1,-3,-2,16,1,-10,-59,-1,1,-46,0,-3
O=c1cc(CN2CCc3ccccc32)c2ccc(O)cc2o1,-4,19,26,14,3,-19,-13,-21,12,-1,13
COc1ccc(OCCC(=O)N2CCN(C)CC2)cc1,-3,-8,-3,-17,12,-31,0,3,11,2,-1
O=c1oc2cc(OCc3nn[nH]n3)ccc2c2c1CCCC2,-5,11,1,0,-14,-9,-17,18,-1,0,-3
CCCCN(CCCC)c1nn[nH]n1,-20,5,-7,-5,8,30,-13,2,3,·,8
CC1(C)N=C(c2cccc(F)c2)C(=O)N1,-8,9,-48,-8,4,1,2,·,-19,3,0
CCC(CO)NC(=O)c1cc2c(s1)CCC2 (stereo not drawn),-5,-6,-1,8,5,-7,9,15,11,5,14
Cc1cc(OCc2n[nH]c(=S)n2-c2ccccc2)ccc1Cl,-19,-6,-5,-2,-3,-17,-11,0,13,-2,-1
Cc1c(OCC(=O)NCCN2CCOCC2)ccc2c3c(c(=O)oc12)CCC3,-7,11,-2,-1,-23,-9,14,-5,6,-1,8
O=C(Nc1nc2c(Br)cc(Br)cc2c(=O)s1)C1CCC1,-11,27,-5,2,-13,4,-19,6,10,-1,14
Cn1c(=O)c2[nH]c(NCC3CCCO3)nc2n(-c2ccccc2)c1=O (stereo not drawn),·,8,-12,-13,7,1,-6,·,10,1,9
COC(=O)C1=C(C(=O)OC)C(c2cc(Br)ccc2O)c2sc(=O)[nH]c2S1 (stereo not drawn),-6,0,-4,-2,-29,-22,-2,4,16,4,9
CCOC(=O)c1sc(NC(=O)CCCn2nc([N+](=O)[O-])cc2C)c(C(=O)OCC)c1C,-5,25,10,0,-19,22,6,-15,15,0,-1
COc1ccc(CCNC(=O)C/C(C)=N/NC(=O)c2ccc([N+](=O)[O-])cc2Cl)cc1OC,-2,-4,-6,4,0,-8,-17,6,-11,3,-2
CC(C)(C)c1ccc(S(=O)(=O)N2CCC(c3nc4ccc(Cl)cc4[nH]3)CC2)cc1,-9,29,0,-6,-5,19,-11,-6,-11,1,16
CC(NC(=O)c1ccc(F)cc1)c1ccccc1 (stereo not drawn),-6,13,-12,7,4,0,0,-7,13,3,0
O=C1C=CC(=O)N1c1ccc(OC(F)F)cc1,-4,104*,10,35,-6,91*,14,41,50*,4,-5
CCCCc1cc(=O)oc2cc(C)cc(OC(C)C(=O)NC(Cc3c[nH]c4ccc(O)cc34)C(=O)O)c12 (stereo not drawn),·,8,6,-2,5,5,-18,-13,-9,-2,·
CCCn1c(=S)[nH]c2cc(C(=O)N3CCN(c4ccccc4OC)CC3)ccc2c1=O,-5,34,6,7,17,18,-5,5,-18,6,-2
Cc1[nH]c2ccccc2c1/C=C/C(=O)c1ccccc1,-13,-87,-40,-11,5,-16,-31,-13,-213,3,-2
Cc1ccc(N(CC(=O)NC2CCCC2)C(=O)CNC(=O)c2cccs2)c(C)c1,-2,12,-1,-1,3,-7,-12,-1,-5,1,-6
CC(=O)NS(=O)(=O)c1ccc(NC(=O)CCC(=O)Oc2ccc(C)cc2)cc1,-4,2,-9,-6,4,-5,-1,-17,10,-3,8
O=C(CC1C(=O)N(c2ccccc2)C(=O)N1Cc1ccco1)Nc1ccccc1 (stereo not drawn),-7,14,7,7,3,22,-10,2,5,0,7
CC1(C)Oc2ccccc2OC1(O)c1ccc2ccccc2n1 (stereo not drawn),-14,7,-7,-15,-4,-9,4,3,10,-1,-7
CCn1cc(/C=C/C(=O)NCc2c(C)nn(C)c2C)cn1,·,5,13,5,-3,6,-16,23,23,-5,5
O=C(NC(=S)Nc1cccc2ncccc12)c1cccs1,-5,-22,-6,1,17,-19,-23,·,-17,3,1

Whole records, quoted from the list. Order of screens: CaV13 ICDI inh	Peg3 promoter	CF NFkB inh	MITF TRPM1 inh	KKLEB tox	Shn3 3UTR inh	NR2E3 ag-1	Vif imaging	HIF-2a inh	NR2E3 ag-2	PDI inh
`Cc1ccc(N(CC(=O)NC2CCCC2)C(=O)CNC(=O)c2cccs2)c(C)c1` is entered as -2	12	-1	-1	3	-7	-12	-1	-5	1	-6
`CCCCN(CCCC)c1nn[nH]n1` is entered as -20	5	-7	-5	8	30	-13	2	3	·	8
`CCCCc1cc(=O)oc2cc(C)cc(OC(C)C(=O)NC(Cc3c[nH]c4ccc(O)cc34)C(=O)O)c12` (stereo not drawn) is entered as ·	8	6	-2	5	5	-18	-13	-9	-2	·
`CC(C)(C)c1ccc(S(=O)(=O)N2CCC(c3nc4ccc(Cl)cc4[nH]3)CC2)cc1` is entered as -9	29	0	-6	-5	19	-11	-6	-11	1	16
`CC(NC(=O)c1ccc(F)cc1)c1ccccc1` (stereo not drawn) is entered as -6	13	-12	7	4	0	0	-7	13	3	0

Source: PubChem (several laboratories)

Random draw from the library (roughly 3.3% active in at least one column).
